High-throughput results: PubChem, Sanford-Burnham Center for Chemical Genomics
XBP1 UPR activ: adaptive UPR (XBP1) activation | activation, % at 20 µM | 330,000 compounds, 0.33% hits | AID 463104 | CHO-XBP1 luciferase reporter, IRE1-XBP1 UPR activation, luminescence; percent of tunicamycin response, DMSO as zero;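 active = versus positive control, 20 µM dose yields 30% or more activation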;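 also: 100% = tunicamycin at 10 µg/mL and 0% = DMSO only wells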
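Assay system: IRE1-XBP1 luciferase reporter CHO line. Input: 1000 cells/well. Buffer or medium: F12 with 10% serum. Doses: 20 µM, 1% DMSO. Times: overnight seeding at 37 °C, 6 h compound treatment at 37 °C. Technique: Steady-Glo luciferase glow luminescence, 10 min after reagent addition.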
Mdm2 MdmX PPI: human Mdm2/MdmX binding inhibition; inhibition, % at 8 µM; 330,000 compounds, 3% hits; SaOS-2 split-luciferase Mdm2/MdmX complementation, luminescence; AID 485346; O15151+Q00987;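 active = inhibition of at least 50% at 8 µM in the primary screen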
Target sequence (O15151 whole entry, looked up): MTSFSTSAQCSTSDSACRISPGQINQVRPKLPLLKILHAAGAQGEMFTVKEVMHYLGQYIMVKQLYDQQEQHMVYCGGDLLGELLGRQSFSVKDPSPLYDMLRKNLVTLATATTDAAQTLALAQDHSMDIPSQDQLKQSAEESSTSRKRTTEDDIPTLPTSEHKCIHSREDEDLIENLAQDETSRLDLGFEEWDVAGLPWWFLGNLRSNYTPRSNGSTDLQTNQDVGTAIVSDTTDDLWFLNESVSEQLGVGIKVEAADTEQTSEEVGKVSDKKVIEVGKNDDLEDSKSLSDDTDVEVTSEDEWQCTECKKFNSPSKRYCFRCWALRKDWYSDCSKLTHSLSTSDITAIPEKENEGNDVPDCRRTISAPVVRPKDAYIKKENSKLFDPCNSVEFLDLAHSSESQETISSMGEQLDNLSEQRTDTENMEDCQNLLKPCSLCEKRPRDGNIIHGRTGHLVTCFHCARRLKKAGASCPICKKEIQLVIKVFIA
Target sequence (Q00987 whole entry, looked up): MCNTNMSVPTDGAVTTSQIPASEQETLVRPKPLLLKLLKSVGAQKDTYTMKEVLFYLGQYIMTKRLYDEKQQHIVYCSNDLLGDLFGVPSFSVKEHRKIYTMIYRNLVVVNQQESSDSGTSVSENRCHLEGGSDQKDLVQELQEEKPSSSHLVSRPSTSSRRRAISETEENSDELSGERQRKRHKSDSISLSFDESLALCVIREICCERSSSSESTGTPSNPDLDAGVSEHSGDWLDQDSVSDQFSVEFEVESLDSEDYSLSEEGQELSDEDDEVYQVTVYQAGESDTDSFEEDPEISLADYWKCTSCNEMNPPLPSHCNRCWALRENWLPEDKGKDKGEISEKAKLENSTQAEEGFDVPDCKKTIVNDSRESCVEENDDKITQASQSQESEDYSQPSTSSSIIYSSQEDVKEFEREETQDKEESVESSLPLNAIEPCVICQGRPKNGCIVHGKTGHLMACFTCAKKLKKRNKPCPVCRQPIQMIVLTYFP
tim23-1 inh: growth inhibitors of tim23-1 mutant yeast; 330,000 compounds, 1.3% hits; S. cerevisiae tim23-1 growth, BacTiter-Glo luminescence, 24 h; inhibition, % at 20 µM;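 active = growth inhibition of the mutant yeast at or above 50%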;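 also: temperature-sensitive mutant grown at 25 °C; plate controls were DMSO-treated mutant yeast for no effect and medium wells lacking yeast for full effect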
Jurkat NFkB inh: inhibitors of the PMA/ionomycin-induced NF-kB reporter in Jurkat cells | PMA/ionomycin-induced NF-kB luciferase reporter, luminescence | inhibition, % at 4 µM | 330,000 compounds, 0.53% hits | AID 435003; in the data active = inhibition above about 50%
tim10-1 inh: growth inhibitors of tim10-1 mutant yeast; inhibition, % at 20 µM; AID 463190; 330,000 compounds, 2.2% hits; S. cerevisiae tim10-1 ts strain growth, BacTiter-Glo, 24 h;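 active = inhibition of at least 40%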;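 also: mutant grown at 25 °C; 0% = DMSO wells with yeast and 100% = wells holding no yeast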
697 NFkB inh: inhibitors of the PMA/ionomycin-induced NF-kB reporter in 697 B cells; inhibition, % at 4 µM; 330,000 compounds, 0.33% hits; 697 B-cell NF-kB luciferase reporter, 16 h; in the data active = inhibition above about 35%
CHOP UPR activ: activators of apoptotic arm of unfolded protein response (CHOP) | 330,000 compounds, 0.34% hits | activation, % at 10 µM | CHO-CHOP luciferase reporter, UPR activation, luminescence; percent of tunicamycin response over DMSO baseline;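 active = at 10 µM dose, activation of 40% or more, normalized to positive control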;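 also: 100% = tunicamycin at 10 µg/mL and 0% = DMSO alone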
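Evaluation: % reporter activation, DMSO baseline versus tunicamycin full activation; System: CHO-CHOP luciferase reporter cell line; Input: 500 cells/well; Incubation: 6 h compound treatment, 37 °C; Measured by: Steady-Glo luciferase luminescence; Dosing: one dose, 10 µM in 0.5% DMSO; Buffer or medium: F12 medium, 10% FBS; Benchmarks: positive tunicamycin 10 µg/mL, negative DMSO alone.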
TIM10 inh: inhibits growth of TIM10 yeast strain; S. cerevisiae TIM10 strain growth, BacTiter-Glo luminescence, 24 h; inhibition, % at 10 µM; 330,000 compounds, 1.4% hits; AID 463195;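 active = inhibition of 40% or more at the single tested concentration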;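 also: wild-type TIM10 isogenic control strain grown at permissive 25 °C; 0% = DMSO yeast wells and 100% = minimal medium wells without yeast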
Active calls of the source: *; i = inactive.

SMILES	XBP1 UPR activ	Mdm2 MdmX PPI	tim23-1 inh	Jurkat NFkB inh	tim10-1 inh	697 NFkB inh	CHOP UPR activ	TIM10 inh
Cc1ccc(S(=O)(=O)N2CCN(C(=O)COC(=O)C3(C)CC3(Cl)Cl)CC2)c(C)c1 (stereo not drawn)	-4	20	19	-3	26	-9	-1.8	14
CC(C)(C)OC(=O)NCCCCCO	-2	-28	14	-7	4	8	-0.6	7
COc1ccc(/C=C2\N=C3CCCCCN3C2=O)cc1	4	22	3	-8	13	-8	0.4	9
COc1ccc(-c2nc3ccccn3c2NCc2ccc3c(c2)OCO3)cc1	-1	-25	39	-49	42*	-34	1.4	34
CCOC(=O)c1ccc(NC(=O)Cn2cccc2)cc1	2	1	26	-13	-12	-20	2.3	9
CCc1cccc(C)c1NC(=O)COC(=O)c1ccc2c(c1)S(=O)(=O)c1ccccc1C2=O	0	-1	9	-13	3	1	-0.2	-10
CCc1ccc(NS(=O)(=O)c2c(C(=O)N3CCCCCC3)c(C)n(C)c2C)cc1	-3	2	34	7	24	-4	0.0	23
Cc1coc2c(C)c3oc(=O)c4c(c3cc12)CCCC4	4	27	22	5	23	16	0.0	17
Cc1ccc(NC(=O)c2ccc(Cl)nc2)cc1	0	5	5	-17	6	-10	4.1	16
CC1CCCCC1NC(=O)CCCCCn1c(=S)[nH]c2ccccc2c1=O (stereo not drawn)	-3	11	-5	8	11	-4	0.5	3
S=c1[nH]nc(-c2ccncc2)n1/N=C/c1cccc2ccccc12	3	11	3	-1	7	-6	0.7	2
CN(C(=O)COC(=O)c1ccccc1Cc1ccccc1)c1c(N)n(Cc2ccccc2)c(=O)[nH]c1=O	-3	40	10	10	7	9	0.4	9
COc1cccc(-n2nnnc2S(C)(=O)=O)c1	-8	79*	-49	29	-13	-27	-11	59*
COC1(OC)C=CC(=O)C=C1NC(=O)c1ccccc1OC(C)=O	-2	82*	17	11	23	-106	16	13
O=C(Oc1ccccc1Cl)C1CCN(C(=O)c2ccc(F)cc2)CC1	-3	14	36	17	23	4	1.9	6
COCCCNC(=O)CN(c1cc(OC)ccc1OC)S(=O)(=O)c1ccccc1	3	10	10	3	13	-4	1.2	18
COc1cc(C#Cc2c(-c3cncn3C)n(C)c3ccc(-c4ccc5cc[nH]c5c4)cc23)cc(OC)c1	4	46	30	1	9	9	9.7	0
COc1c(CC=C(C)C)c(O)cc2oc(=O)c3c4ccc(O)cc4oc3c12	8	2	18	-25	25	-8	7.5	6
CC/C(O)=C1\C(=O)CCCC1=NCc1nc2ccccc2[nH]1	-2	10	0	-10	2	-6	1.6	-11
CCOC(=O)c1c(CN2CCN(CCO)CC2)n(C)c2cc(Br)c(OC)cc12	0	11	21	6	21	6	0.2	18
Nc1ccc(S(=O)(=O)Nc2ccc(C(=O)c3ccccc3)cc2)cc1	-5	23	1	1	-4	-21	-1.2	7
COC(=O)c1c(C)nc2c(c(SC)nn2-c2ccccc2)c1N	0	15	7	-25	8	-3	-1.1	-8
Cc1noc(NS(=O)(=O)c2ccc(NC(=O)c3oc4ccc(Cl)cc4c3C)cc2)c1C	-2	1	5	-7	12	-28	-1.0	6
CC(C)(C)c1ccccc1OCCCCCn1ccnc1	0	6	22	-13	18	-16	-0.1	13
CC(=O)c1ccc(S(=O)(=O)NC2CC(=O)N(c3cccc(F)c3)C2)cc1 (stereo not drawn)	-4	1	1	11	-3	-7	-0.6	-6
Cn1nc(C(C)(C)C)cc1NC(=O)Nc1cc(Cl)cc(Cl)c1	0	35	23	-29	38	13	-1.3	16
CC1CCN(C(=O)C2CC(c3ccc(F)cc3)=NO2)CC1 (stereo not drawn)	8	-16	-10	-24	-1	-30	6.2	-1
O=[N+]([O-])c1ccc(O)c(-c2cc(C(F)(F)F)nc(-c3ccccc3)n2)c1	0	95*	1	45	10	i	33	21
CCCc1ccc2oc(C(=O)N(C)Cc3ccn[nH]3)c(C)c2c1	-1	-84	22	-75	30	-118	1.3	-8
Cc1ccc(NC(=O)c2oc(=O)c3ccccc3c2-c2ccccc2)c(C)c1	-1	10	5	-14	8	2	0.8	2

Entries listed so far that bear a hit mark in TIM10 inh:
Compound | Mdm2 MdmX PPI | Jurkat NFkB inh | 697 NFkB inh | TIM10 inh
COc1cccc(-n2nnnc2S(C)(=O)=O)c1 | 79* | 29 | -27 | 59*

Continuation:
SMILES	XBP1 UPR activ	Mdm2 MdmX PPI	tim23-1 inh	Jurkat NFkB inh	tim10-1 inh	697 NFkB inh	CHOP UPR activ	TIM10 inh
Cc1nc(SCC(=O)NCC2CCCO2)[nH]c(=O)c1C (stereo not drawn)	-3	37	10	7	1	6	0.1	4
O=C(C[C@@H]1C/C=C\CC[C@H](Cc2ccc(F)cc2)C(=O)OC[C@@H]2CCCN2C1=O)NCCO	-2	13	2	5	-7	19	1.8	0
NS(=O)(=O)c1ccc(CNS(=O)(=O)c2ccc3c(c2)OCCO3)cc1	0	27	2	-13	-7	-7	1.0	6
O=C(Cc1ccc(Cl)cc1)NNC(=S)NC(=O)c1cccs1	-3	31	-23	4	-19	8	-1.4	23
CCOC(=O)C1C(=O)NC(C)C1c1ccccc1 (stereo not drawn)	-1	4	17	10	11	14	-0.5	4
COc1ccccc1N1CCN(CC(=O)Nc2ccc3c(c2)OCCO3)CC1	12	14	6	-8	9	0	-2.0	2
O=C(CCN1C(=O)C2CCCCC2C1=O)N1CCN(S(=O)(=O)c2c(F)cccc2F)CC1 (stereo not drawn)	-2	-7	-1	-1	4	-5	-1.5	-6
CC(O)Cc1cn(CC(=O)N2CCNCC2)nn1 (stereo not drawn)	-1	2	5	-4	8	7	-0.7	4
COC(=O)C1=C(C)NC(=S)N(C(C)=O)C1c1ccccc1 (stereo not drawn)	0	16	14	-5	19	19	-0.6	16
COc1ccc(S(=O)(=O)NC2CC(=O)N(c3cccc(F)c3)C2)cc1OC (stereo not drawn)	1	-5	-4	-16	3	-15	1.4	-7
CC1CCCC(C)N1CC(O)COCc1ccccc1F (stereo not drawn)	-3	-7	3	12	-2	4	1.7	3
CN(C1CCCCC1)S(=O)(=O)Cc1ccccc1	1	-15	11	-11	15	8	4.6	2
O=C(CSc1nc2ccccc2c(=O)n1CCCO)NC1CC1	-2	7	-18	-9	-17	22	1.0	1
Cc1ccc(C(=O)O/N=C(\c2ccccc2)c2cccnc2)cc1	0	4	15	-7	42*	12	-0.1	1
COc1ccc(C(=O)Nc2sc3c(c2C#N)CCN(C(C)=O)C3)cc1	5	40	14	2	33	-2	-1.7	-2
CCOC(=O)c1cc(C#N)c(SCC(=O)Nc2ccc(C(C)=O)cc2)[nH]c1=O	2	-2	14	-20	3	-19	-1.4	18
CCOC(=O)C1=C(O)/C(=C/c2cccc(OC)c2O)N=C1C	-2	-27	7	2	6	13	0.8	-8
CN(C)c1ccc(C(C(=O)NCC2CCCO2)N(Cc2ccco2)C(=O)c2snc(C(N)=O)c2N)cc1 (stereo not drawn)	-1	17	12	9	-10	24	-0.3	7
COc1ccc(C(=O)Nc2cccnc2Cl)cc1OC	0	-3	2	-9	-8	-1	1.9	-9
Cc1ccc(C)c(N(C(=O)Cn2nnc(-c3cccs3)n2)C(C(=O)NC2CC2)c2ccc(C)o2)c1 (stereo not drawn)	-2	13	-10	6	-8	3	1.2	6
CC(=O)Nc1c(C(=O)c2ccccc2)oc2ccccc12	3	20	25	-11	28	-3	-2.6	10
CC(C)(C)C(=O)NC(=S)Nc1ccc(S(=O)(=O)Nc2nccs2)cc1	-2	30	-9	6	4	9	-1.7	4
CCOc1cccc(-c2nnc3sc(COc4ccc(OC)cc4)nn23)c1	-2	3	17	8	17	-5	2.0	27
O=C(Cc1ccc(-c2ccccc2)cc1)Nc1ccccc1	-3	-31	15	-20	14	2	3.9	-12
CCC[C@@H]1C[C@@H](C(=O)N[C@@H](C2O[C@H](SC)[C@H](O)[C@@H](O)[C@H]2O)[C@H](C)Cl)N(C)C1 (stereo partly drawn)	-4	-29	9	-6	14	2	-2.0	2
COC(=O)c1sccc1NC(=O)c1cnc2cc(C)nn2c1C	3	5	-4	-14	11	-22	0.4	-30
COCCNc1nc2c(c(=O)n(Cc3cccc(Cl)c3)c(=O)n2C)n1C	0	8	22	-16	22	-19	-0.8	-6
CC1(C)Cc2nc3oc4c(=S)nc[nH]c4c3cc2CO1	-1	-12	-16	-24	-22	-23	2.2	5
Cc1ccc(S(=O)(=O)N(C)S(=O)(=O)c2ccc(C#N)cc2)cc1	2	-1	16	20	10	-18	1.4	10
COC(=O)c1ccc(S(=O)(=O)N2CCc3ccccc32)cc1	-6	36	10	30	14	-2	-0.7	-3

Profiles, looked up by structure. Order of screens: XBP1 UPR activ, Mdm2 MdmX PPI, tim23-1 inh, Jurkat NFkB inh, tim10-1 inh, 697 NFkB inh, CHOP UPR activ, TIM10 inh
`CCOC(=O)c1cc(C#N)c(SCC(=O)Nc2ccc(C(C)=O)cc2)[nH]c1=O` in the list: 2, -2, 14, -20, 3, -19, -1.4, 18
`Cc1ccc(S(=O)(=O)N(C)S(=O)(=O)c2ccc(C#N)cc2)cc1` in the list: 2, -1, 16, 20, 10, -18, 1.4, 10

(next part)
SMILES	XBP1 UPR activ	Mdm2 MdmX PPI	tim23-1 inh	Jurkat NFkB inh	tim10-1 inh	697 NFkB inh	CHOP UPR activ	TIM10 inh
CC1CCN(S(=O)(=O)c2ccc3[nH]c(=O)c(=O)[nH]c3c2)CC1	-3	13	13	-2	7	1	-1.0	10
c1ccc(CSC2=NCCCN2)cc1	-1	-10	10	-3	14	-3	3.0	-18
Cc1cc(C)c(S(=O)(=O)NC2CC3CCC2C3)c(C)c1 (stereo not drawn)	-5	2	40	11	5	-24	2.5	8
N#CCC(=O)NN=C1CCCCCCCCCCC1	-3	17	-8	4	-16	-1	-0.6	-20
CCOc1ccc(C2/C(=C(\O)c3ccc4c(c3)OCCO4)C(=O)C(=O)N2CCCN2CCOCC2)cc1 (stereo not drawn)	-2	22	6	-1	0	10	0.0	-5
COc1ccc(CN(C)CC(=O)Nc2cccc(S(=O)(=O)N3CCCC3)c2)cc1F	-1	1	10	-9	21	-2	0.2	12
CN(C(=O)COC(=O)Cc1c(Cl)cccc1Cl)c1c(N)n(Cc2ccccc2)c(=O)[nH]c1=O	-5	-17	-12	12	-12	14	2.0	-4
COc1ccc(NS(=O)(=O)c2ccc(NC(C)=O)cc2)c(OC)c1	-3	14	9	-12	29	1	0.1	0
CCOC(=O)C(CC)n1cnc2c(nnn2-c2ccc(C)cc2)c1=O (stereo not drawn)	2	-3	11	-7	-15	-32	0.5	1
COc1cccc(CNC(=O)CCS(=O)(=O)c2ccc3c(c2)NC(=O)CO3)c1	-2	-8	4	9	0	-12	-0.5	4
CCCN(CC1CCCO1)C(=O)CCc1nnc(-c2cc(C)on2)o1 (stereo not drawn)	0	-8	-3	-14	-10	-9	1.1	-13
NC(=O)c1ccc(-c2ncc(-c3ccccc3)o2)cc1	-1	-170	21	-65	21	-193	-6.9	0
N#CCCn1nc(-c2ccccc2)cc1Nc1ccccc1NC(=O)c1cccs1	0	13	20	-11	29	17	-0.5	28
COC(=O)c1ccccc1NC(=O)CN1CCC(NC(=O)c2ccccc2C)CC1	2	4	19	-3	15	-12	0.4	6
Cc1cc(NC(=O)CN(C)CC(=O)Nc2ccc(Cl)cc2)no1	-2	-9	3	14	-6	6	-0.2	-1
